Assay outcomes from PubChem BioAssay.
GSIS activator: primary screen for activators of insulin secretion dependent on glucose, INS-1E cells, GLuc reporter luminescence. actives 0.61% (n = 370,000). activation, % at 16.6 µM. INS-1E GLuc reporter insulin secretion, 2-3 h. AID 743287;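 active = lowest replicate activation of at least 40%, so every replicate reaches that level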;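 note: 0% = median of neutral control wells and 100% = median of IBMX positive control wells; some compounds called inactive have numbers as strong as hits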
* marks the source's active call; other numbers are inactive results. An excerpt; rates above refer to the full screens.

COc1ccc(CC2(C)OC(c3ccccc3)=NN2C(C)=O)cc1 (centres undefined)
  GSIS activator: -2

Cc1ccc(NC(=O)CN(C)C(=O)CSc2ncc(C(F)(F)F)cc2Cl)cc1
  GSIS activator: 21

O=C(N/N=C/c1nn(-c2ccccc2)cc1-c1ccccc1)c1ccncc1
  GSIS activator: -18

Cc1cccc(/C=N/c2sc3c(c2C(=O)OC(C)(C)C)CCN(C)C3)c1O
  GSIS activator: -21

COc1ccc2c3c(n(C)c2c1)[C@H](CO)N(C(=O)c1cccc(F)c1)CC31CCN(CC2CC2)CC1
  GSIS activator: 10

Cc1cc(S(=O)(=O)N2CCCCCC2)c(Cl)cc1Cl
  GSIS activator: -21

COc1ccc2c3c([nH]c2c1)[C@@H](CO)N(Cc1ccccc1)CC31CCN(C(C)=O)CC1
  GSIS activator: -5

C=CCN(c1ccccc1OC)S(=O)(=O)c1cccc(C(=O)OCC(=O)c2c[nH]c3ccccc23)c1
  GSIS activator: -23

Cn1c(N)c(C(c2ccccc2)c2c(N)n(C)c(=O)n(C)c2=O)c(=O)n(C)c1=O
  GSIS activator: 41*

COC(=O)c1ccc(CN2CC(=O)N3[C@H](C2)[C@H](c2ccc(Br)cc2)[C@@H]3CO)cc1
  GSIS activator: 2

The closing three entries of the part before open the next one:
C=CCN(c1ccccc1OC)S(=O)(=O)c1cccc(C(=O)OCC(=O)c2c[nH]c3ccccc23)c1
  GSIS activator: -23

Cn1c(N)c(C(c2ccccc2)c2c(N)n(C)c(=O)n(C)c2=O)c(=O)n(C)c1=O
  GSIS activator: 41*

COC(=O)c1ccc(CN2CC(=O)N3[C@H](C2)[C@H](c2ccc(Br)cc2)[C@@H]3CO)cc1
  GSIS activator: 2

COc1ccccc1/C=C/C(=C1/C(=O)N(c2ccccc2)N=C1C)c1ccc(C)cc1
  GSIS activator: 20

CCOc1cnn(Cc2ccccc2)c(=O)c1SCc1ccccc1
  GSIS activator: 21

COc1ccc2c3c(n(C)c2c1)[C@H](CO)N(C(=O)Nc1ccc(F)cc1)CC31CN(S(=O)(=O)c2cccs2)C1
  GSIS activator: 7

O=C(NCc1ccncc1)C(=O)NCc1ccco1
  GSIS activator: -5

COCC(=O)N1CCC2(CC1)CN(Cc1ccccc1Cl)[C@@H](CO)c1c2c2ccc(OC)cc2n1C
  GSIS activator: -28

Cc1nnc(SCc2c(Cl)cccc2[N+](=O)[O-])s1
  GSIS activator: 0

CCc1cccc(C)c1NC(=S)N(Cc1cccnc1)Cc1ccco1
  GSIS activator: 12

O=C(NCC1CCCO1)c1ccc(COc2ccc(Br)cc2)cc1 (centres undefined)
  GSIS activator: -32

CC(C)CC#Cc1ccc([C@@H]2[C@H]3CN(C(=O)NC(C)C)CC(=O)N3[C@H]2CO)cc1
  GSIS activator: 40

O=C(NCc1nc2ccccc2[nH]1)c1cccc(S(=O)(=O)N2CCOCC2)c1
  GSIS activator: 2

Three entries from above, tab-delimited:
Compound	GSIS activator
Cc1nnc(SCc2c(Cl)cccc2[N+](=O)[O-])s1	0
CCc1cccc(C)c1NC(=S)N(Cc1cccnc1)Cc1ccco1	12
O=C(NCC1CCCO1)c1ccc(COc2ccc(Br)cc2)cc1 (centres undefined)	-32

(next part)
CCn1c(SCC(=O)NCc2ccco2)nnc1-c1cccs1
  GSIS activator: 12

CCC(=O)N1CC2(CN(Cc3nccs3)C2)c2c(n(C)c3cc(OC)ccc23)[C@@H]1CO
  GSIS activator: 37

O=C(c1ccncc1)N1CC(=O)N2[C@H](C1)[C@@H](c1ccc(C#CCC3CCCC3)cc1)[C@@H]2CO
  GSIS activator: 15

COc1ccc(CNC(=O)CSc2nnc(C)n2-c2ccc(F)cc2)cc1
  GSIS activator: 18

O=C1NC(=O)C(CC(=O)N(Cc2cccs2)C2(C(=O)NC3CCCC3)CCCCC2)N1 (centres undefined)
  GSIS activator: -13

Cc1cc(/C=C2/C(=N)N3C(=NC2=O)SN=C3S(C)(=O)=O)c(C)n1-c1ccc(F)cc1
  GSIS activator: -7

O=S(=O)(NC1CCCC1)c1ccc(S(=O)(=O)N2CCc3ccccc32)cc1
  GSIS activator: -42

COc1cc(/C=N/Nc2nc(C)cc(C)n2)ccc1OC(=O)c1ccco1
  GSIS activator: -12

COCC#Cc1ccc([C@@H]2[C@@H](CO)N3C(=O)CN(C(=O)Nc4cc(F)ccc4F)C[C@@H]23)cc1
  GSIS activator: -7

COc1ccc(NC(=O)CCNS(=O)(=O)c2ccc3c(c2)c(=O)n(C)c(=O)n3C)c(OC)c1
  GSIS activator: -1

C[C@H](CO)N1C[C@H](C)[C@H](CN(C)C(=O)Nc2ccc3c(c2)OCO3)Oc2ccc(NC(=O)Nc3ccc4c(c3)OCO4)cc2CC1=O
  GSIS activator: -24

CCCc1cc2c(OC(=O)CC)c(-c3ccc(C(=O)OCC)o3)c(=O)oc2cc1OC
  GSIS activator: -20

Cc1ccc(C)c(NS(=O)(=O)c2ccc(NC(=O)CSc3ccc(Cl)cc3)cc2)c1
  GSIS activator: 7

COc1ccc2nc(/C(C#N)=C\c3ccc(Oc4ccc([N+](=O)[O-])cn4)cc3)[nH]c2c1
  GSIS activator: -24

O=C(Nc1ccccc1)N1CC(=O)N2[C@H](CO)[C@@H](c3ccc(-c4ccc(F)cc4)cc3)[C@H]2C1
  GSIS activator: -15

CCSc1nnc(NC(=O)CSc2nccn2-c2cccc(C)c2C)s1
  GSIS activator: -17

Cc1cc(=O)oc2cc(OC(C)C(=O)Nc3ccc(N4CCOCC4)cc3)ccc12 (centres undefined)
  GSIS activator: -2

O=C(Cc1cccnc1)N1CC(=O)N2[C@H](CO)[C@H](c3ccc(-c4cccc(F)c4)cc3)[C@@H]2C1
  GSIS activator: -9

COc1ccc2c3c(n(C)c2c1)[C@@H](CO)N(C(C)=O)CC31CN(C(=O)c2ccccc2)C1
  GSIS activator: 17

CC(=O)N1CC(=O)N2[C@@H](CO)[C@H](c3ccc(-c4ccc(C#N)cc4)cc3)[C@@H]2C1
  GSIS activator: 12

COc1ccc(CN(C)CC(=O)Nc2ccc(Cl)cc2C(F)(F)F)c(OC)c1
  GSIS activator: -22

CCSc1nnc(NC(=O)CN2C(=O)C3CC=CCC3C2=O)s1 (centres undefined)
  GSIS activator: -9

CCS(=O)(=O)N1CC(=O)N2[C@H](C1)[C@@H](c1ccc(C#Cc3ccc(F)cc3)cc1)[C@@H]2CO
  GSIS activator: -6

CNCc1ccccc1Sc1cccc2ccccc12
  GSIS activator: 4

COc1ccc2c3c(n(C)c2c1)[C@@H](CO)N(Cc1ccccc1F)CC31CN(CC2CC2)C1
  GSIS activator: -20

O=C(Nc1ccc(F)cc1)C1C(c2ccccc2)C1(Cl)Cl (centres undefined)
  GSIS activator: -7

COc1ccc(N/C(C)=C/C(=S)Nc2ccccc2)cc1
  GSIS activator: -19

C=CCNC(=O)c1cc(=O)c2ccccc2o1
  GSIS activator: 10

CCCCNC(=S)NNC(=O)c1c(Cl)c(C)nn1C
  GSIS activator: -9

C(=C\c1nc(N2CCCC2)c2ccccc2n1)/c1ccccc1
  GSIS activator: -38

CCc1ccc(NC(=O)c2cnn(-c3ccccc3)c2C)cc1
  GSIS activator: -8

CCOC(CNC(=O)c1ccc(N2CCc3ccccc32)c([N+](=O)[O-])c1)OCC
  GSIS activator: -43

CC(C)(C)c1ccc(CNc2ccc([N+](=O)[O-])cn2)cc1
  GSIS activator: -38

C/C(=N\N=C(N)N)c1ccc(Cl)cc1
  GSIS activator: 28

Cc1cccc(NC(=O)CSc2nsc(SCC(=O)Nc3cccc(C)c3)c2C#N)c1
  GSIS activator: 1

C/C=C/c1ccc(OCCN2CCc3ccccc3C2)c(OC)c1
  GSIS activator: -13

CC(=O)OC[C@H]1O[C@@H](Sc2cccc3cccnc23)[C@H](OC(C)=O)[C@@H](OC(C)=O)[C@@H]1OC(C)=O
  GSIS activator: 2

CC(=O)NS(=O)(=O)c1ccc(NC(=O)c2cc(-c3cccs3)nc3ccccc23)cc1
  GSIS activator: 26

C[C@H]1CCCCO[C@H](CN(C)Cc2ccc(C(=O)Nc3ccccc3N)cc2)[C@@H](C)CN([C@@H](C)CO)C(=O)c2cc(N(C)C)ccc2O1
  GSIS activator: 6

Clc1ccc(N/N=C/c2ccncc2)cc1Cl
  GSIS activator: -5

CCn1c2c(c(=N)c3c1CCC3)CCC2
  GSIS activator: 8

COc1ccc2c3c([nH]c2c1)[C@@H](CO)N(C(=O)Nc1c(C)noc1C)CC31CN(CC2CC2)C1
  GSIS activator: 5

CC(=O)Nc1ccc2c(c1)CC(=O)N(C)C[C@@H](C)[C@@H](CN(C)C(C)=O)O2
  GSIS activator: 11

C[C@H](CO)N1C[C@H](C)[C@@H](CN(C)C(=O)Nc2ccccc2)Oc2c(NC(=O)CCC(F)(F)F)cccc2C1=O
  GSIS activator: 4

CN1CCN(CC(=O)Nc2ccc(OCc3ccccc3)cc2)CC1
  GSIS activator: 8

CC(=O)Nc1ccc(S(=O)(=O)NC(CC(=O)NC2CCCCC2C)C(C)C)cc1 (centres undefined)
  GSIS activator: 22

COc1ccc(OC)c2[nH]c(=O)c(CCNC(=S)NC(C)(C)C)cc12
  GSIS activator: 24

COC(=O)c1ccccc1OS(=O)(=O)N(C)C
  GSIS activator: 6

COc1ccc(C(=O)NCCSC2CCCCC2)cc1
  GSIS activator: 21

COc1cccc(CNC(=O)C[C@H]2C=C[C@@H](NS(=O)(=O)c3ccccc3OC)[C@@H](CO)O2)c1
  GSIS activator: 11

Nc1cc(OCC(F)(F)F)cc([N+](=O)[O-])c1
  GSIS activator: 13

Cc1ccc(COc2cccc3c2CCN(Cc2ccc(F)cc2)C3=O)cc1
  GSIS activator: -20

Oc1ccc(Nc2nc(-c3cccs3)cs2)cc1
  GSIS activator: -4

O=[N+]([O-])c1ccc(NCCCNS(=O)(=O)c2ccc(Cl)cc2)c(Cl)c1
  GSIS activator: -7

CCOC(=O)c1c(NC(=O)COC(=O)CNC(=O)c2ccco2)sc(C)c1C
  GSIS activator: -18

CCOc1ccc(NC(C)C(=O)N/N=C/c2cccs2)cc1 (centres undefined)
  GSIS activator: -7

O=C(CNC(=O)c1ccccc1O)N/N=C/c1cc(Br)ccc1OC(=O)/C=C/c1ccco1
  GSIS activator: -20

O=C(CCC(=O)c1ccc(F)cc1)Nc1cccc(S(=O)(=O)Nc2cccc(Cl)c2)c1
  GSIS activator: -64

O=C(CSc1ncn(-c2ccccc2)n1)Nc1nc2ccccc2s1
  GSIS activator: -29

CC1CCN(S(=O)(=O)c2cccc(C(=O)Oc3ccc([N+](=O)[O-])cc3)c2)CC1
  GSIS activator: 3

CCOc1ccc(N=C2SC(C(=O)Nc3ccccc3C#N)C(N)=C2C(=O)Nc2ccc(Cl)cc2)cc1 (centres undefined)
  GSIS activator: -13

O=C(C[C@H]1C[C@H]2c3cc(NS(=O)(=O)c4ccc(F)cc4)ccc3O[C@H]2[C@H](CO)O1)NCc1ccccn1
  GSIS activator: 0

COc1ccc2c3c([nH]c2c1)[C@H](CO)N(Cc1ccccc1)CC31CCN(C(=O)c2cccnc2)CC1
  GSIS activator: 2

CN(C)Cc1ccc(F)cc1Sc1cc(Cl)ccc1Cl
  GSIS activator: -18

Cc1ccc2cccc(Oc3ccc([N+](=O)[O-])cc3[N+](=O)[O-])c2n1
  GSIS activator: 4

CN(C)c1cccc2c1C(=O)c1ccccc1C2=O
  GSIS activator: 16

CC(CC(=O)Nc1ccc(F)c([N+](=O)[O-])c1)c1ccccc1 (centres undefined)
  GSIS activator: -17

COC(=O)c1[nH]c2ccc(C)cc2c1NC(=O)c1ccccc1[N+](=O)[O-]
  GSIS activator: -8

CCOC(=O)Cc1csc(NC(=O)CSc2nnc3ccccn23)n1
  GSIS activator: 17

Cc1noc(C)c1COc1ccc(C(=O)OCC(=O)Nc2c(C)n(C)n(-c3ccccc3)c2=O)cc1
  GSIS activator: 2

C=CCn1c(SCC(=O)N2CCc3ccccc3C2)nnc1-c1ccncc1
  GSIS activator: 20

Cc1ccc(N2C(=O)CN(Cc3sccc3C)C2=S)cc1C
  GSIS activator: -21

C[C@@H]1CCCCO[C@H](CN(C)CC2CCCCC2)[C@@H](C)CN([C@H](C)CO)C(=O)c2cc(NC(=O)CCCCCC(=O)Nc3ccccc3N)ccc2O1
  GSIS activator: -5

CCOC(=O)C[N+](CC)(CC)CC#Cc1ccccc1
  GSIS activator: -1

Cc1c(/C=N\NC(=O)c2ccc(F)cc2)cnn1C
  GSIS activator: 22

COc1ccc(/C=N/NC(=O)CNC(=O)COc2ccccc2)cc1
  GSIS activator: -8

Cc1ccc(OCCOC(=O)Nc2ccccc2)cc1
  GSIS activator: 2

CCCNC(=O)N1CC2(C1)CN(C(=O)NC(C)C)[C@@H](CO)c1c2c2ccc(OC)cc2n1C
  GSIS activator: -10

C=CCC(NCc1ccccc1)c1ccccc1 (centres undefined)
  GSIS activator: 10

O=C1CC(c2cccc(Cl)c2)CC(O)=C1C=Nc1cccc(Cl)c1 (centres undefined)
  GSIS activator: -8

CCOCCCN1C(=O)CN(C2CCCCCC2)C(=O)C1c1ccc(OC)cc1 (centres undefined)
  GSIS activator: -5

Cc1nn(-c2cc(N3CCCCC3)ccc2[N+](=O)[O-])c(=O)c2ccccc12
  GSIS activator: -13

CCC(=O)N1CC2(CN[C@H](CO)c3c2c2ccc(OC)cc2n3C)C1
  GSIS activator: -4

COc1ccc2c3c([nH]c2c1)[C@@H](CO)N(Cc1ccncc1)CC31CN(S(C)(=O)=O)C1
  GSIS activator: 19

CC(C)C12CN3CCN(CC(C3)/C1=N\NC(=O)Nc1ccccc1)C2
  GSIS activator: 31

CCc1nc2ccccc2n1Cc1ccccc1F
  GSIS activator: 2

O=C(Cc1ccc2c(c1)CCCC2)Nc1ccc2ccccc2c1
  GSIS activator: -18

Clc1ccc(OCCCN2CCCC2)cc1Cl
  GSIS activator: 13

COc1ccc(CNC(=O)C(C)c2ccc([N+](=O)[O-])cc2)cc1 (centres undefined)
  GSIS activator: 2

CCS(=O)(=O)N1CC2(CN(C(=O)Nc3cccc(F)c3)[C@H](CO)c3c2c2ccc(OC)cc2n3C)C1
  GSIS activator: -25

COc1ccc(C2(CNC(=O)c3cccc([N+](=O)[O-])c3)CCOCC2)cc1OC
  GSIS activator: 22

COc1ccc2c3c(n(C)c2c1)[C@H](CO)N(Cc1nccs1)CC31CCN(C(=O)CC2CC2)CC1
  GSIS activator: -12

CCOc1ccc(N2C(=O)S/C(=C\c3cccn3C)C2=O)cc1
  GSIS activator: 6

O=C(NNC(=O)c1cccc2ccccc12)c1ccc(-c2ccccc2)cc1
  GSIS activator: 8
